# NSD2 HMT inh: NSD2 histone methyltransferase inhibitors, primary screen, biochemical, AlphaScreen, single concentration, set 2 | inhibition, % at 12.5 µM | Histone-lysine N-methyltransferase NSD2 (Homo sapiens), O96028 | 310,000 tested, 0.54% active | AID 743445, 2014 | NSD2 peptide methylation, 120 min; in the data active = inhibition above about 50%
# HTR5A inv ctr: HTR5A inverse agonists in luminescence cell assay, primary screen, counter-screen for OPRM1-OPRD1 heterodimer inverse agonist project, full-deck HTS | HTR5A cell line, inverse agonism | inhibition, % at 9.3 µM | 340,000 tested, 0.083% active | AID 504634, 2011; in the data active = inhibition mostly above about 23%, no sharp cut-off; inactive = mostly below about 18%;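 also: 0% = cells with DMSO and 100% = no-cell wells with DMSO; some compounds called inactive have numbers as strong as hits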
# Target sequence (P47898 whole entry, looked up): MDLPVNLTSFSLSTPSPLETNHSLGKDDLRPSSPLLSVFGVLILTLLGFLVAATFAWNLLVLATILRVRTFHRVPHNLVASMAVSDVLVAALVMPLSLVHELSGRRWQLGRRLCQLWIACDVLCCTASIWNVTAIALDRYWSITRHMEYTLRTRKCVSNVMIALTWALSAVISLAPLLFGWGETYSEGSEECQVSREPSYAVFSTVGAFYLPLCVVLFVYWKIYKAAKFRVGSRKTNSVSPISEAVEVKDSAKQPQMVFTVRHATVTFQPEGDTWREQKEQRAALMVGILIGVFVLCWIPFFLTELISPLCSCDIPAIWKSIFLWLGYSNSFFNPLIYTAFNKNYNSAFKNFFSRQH
# MITF act: activators of MITF-driven TRPM1 promoter reporter, primary screen, cell-based, SK-MEL-5, luciferase, single point; activation, % at 12.5 µM; SK-MEL-5 TRPM1-promoter luciferase, 24 h; % of positive control, neutral wells = 0; 300,000 tested, 0.75% active;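 active = mean activation of at least 80% with every replicate also reaching 80%; inconclusive = mean reaches 80% but some replicate falls short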;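 also: 0% = neutral control wells and 100% = parthenolide positive control wells; values of inactives mirror those of a sister screen read the other way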
# PvdQ acylase: P. aeruginosa PvdQ acylase inhibitors, primary screen, biochemical, fluorescence, plate reader and imaging, single point; inhibition, % at 10 µM; purified PvdQ acylase; 340,000 tested, 0.063% active; PvdQ acylase [Pseudomonas aeruginosa LESB58]; AID 488965, 2010; in the data active = inhibition above about 30%, passing the limit was not always enough; inconclusive = no clear call, values can overlap the other calls;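 also: 0% = vehicle neutral wells and 100% = reference inhibitor wells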
# Wnt bcat act: Wnt/beta-catenin pathway activators, primary screen, cell-based, plate reader, single point | activation, % at 9.35 µM | 300,000 tested, 1.2% active | AID 743398, 2014 | Wnt/beta-catenin reporter cell assay, activator; in the data active = activation above about 30%, passing the limit was not always enough; inconclusive = no clear call, values can overlap the other calls;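 also: 0% = neutral control wells and 100% = positive control wells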
# SR-BI HDL uptake: inhibitors of SR-BI mediated HDL lipid uptake, primary screen, ldlA[mSR-BI] cells, fluorescence, single point | Scavenger receptor class B member 1 (Mus musculus), Q61009 | ldlA[mSR-BI] CHO cells, DiI-HDL uptake fluorescence, 3 h | inhibition, % at 12.5 µM | 320,000 tested, 0.96% active | AID 488896, 2010;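 active = mean replicate inhibition of at least 70% and a set share of replicates each scoring 70 or more; inconclusive = meets just one of the two criteria; inactive = fails both criteria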;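 also: 0% = median of neutral control wells and 100% = median of positive control wells; values of inactives mirror those of a sister screen read the other way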
# V-ATPase pH: regulators of yeast V-ATPase proton pumping, primary screen, pHLuorin cytosolic pH fluorescence; S. cerevisiae; response, % at 10 µM; 350,000 tested, 0.37% active; AID 504577, 2011; in the data active = response mostly above about 7.3%, no sharp cut-off; inactive = mostly below about 5.4%; also: actives read high; inactives centre near 0; some compounds called inactive have numbers as strong as hits; reference of the scale not given here
# CDK5 inh: inhibitors of human CDK5/p35 kinase, primary screen, biochemical, single concentration | Cyclin-dependent kinase 5 (Homo sapiens) + Cyclin-dependent kinase 5 activator 1 (Homo … | AID 488839, 2010 | 330,000 tested, 0.01% active | Recombinant CDK5/p35, ADP-Glo luminescence, 60 min | inhibition, % at 10 µM;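 active = highest replicate inhibition of at least 50% and at least 75% of replicates reaching 50%; inconclusive = only one of the two criteria met; inactive = both criteria failed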;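 also: plate controls were DMSO neutral control for no effect and GW8510 at 10 µM for full effect; many of its hits are not listed in these tables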
# HTR5A ag ctr: HTR5A agonists in luminescence cell assay, primary screen, counter-screen for OPRM1-OPRD1 heterodimer agonist project, full-deck HTS; cell-based; activation, % at 9.3 µM; 340,000 tested, 0.61% active; in the data active = activation mostly above about 9.5%, no sharp cut-off; inactive = mostly below about 7.6%;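 also: 0% = cells with vehicle only and 100% = reference agonist; strong numbers were not always called active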
# dFosB act: activators of delta FosB homodimer, primary screen, biochemical, fluorescence polarization, TAMRA-CDK5 oligo, single point; Protein FosB (Mus musculus), P13346; purified delta FosB; percent of positive-control signal above neutral wells; activation, % at 25 µM; 340,000 tested, 0.99% active;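 active = mean activation above about 17%, with every replicate also reaching it, limit read from the data, passing the limit was not always enough; inconclusive = only one of the two conditions met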;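 also: fluorescence polarization rise as delta FosB binds a TAMRA Cdk5 AP-1 oligo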
# Target sequence (P13346 whole entry, looked up): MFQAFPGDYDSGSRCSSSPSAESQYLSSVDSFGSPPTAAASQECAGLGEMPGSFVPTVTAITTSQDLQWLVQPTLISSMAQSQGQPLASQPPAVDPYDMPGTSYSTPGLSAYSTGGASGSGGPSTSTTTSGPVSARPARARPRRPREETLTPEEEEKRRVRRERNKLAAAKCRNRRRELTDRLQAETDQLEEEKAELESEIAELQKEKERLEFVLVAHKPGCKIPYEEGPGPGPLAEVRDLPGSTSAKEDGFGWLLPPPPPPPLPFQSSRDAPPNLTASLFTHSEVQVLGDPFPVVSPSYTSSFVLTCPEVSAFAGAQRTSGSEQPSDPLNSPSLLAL
# * marks the source's active call; other numbers are inactive results; ? = inconclusive; nt = no result given.
SMILES,NSD2 HMT inh,HTR5A inv ctr,MITF act,PvdQ acylase,Wnt bcat act,SR-BI HDL uptake,V-ATPase pH,CDK5 inh,HTR5A ag ctr,dFosB act
CCCn1c(CCNC(=O)c2ccco2)nc2ccccc21,4,-33,2,12,1,nt,9,-0.5,12,-4
O=C(CC(c1ccccc1)c1ccccc1)Nc1ccncc1,nt,-13,-5,-8,-2,8,0,-1.5,5,-4
CCC(C)[C@H](NC(=O)NC1CC1)C(=O)O (some centres undefined),-6,-8,-1,-4,nt,-31,-2,1.7,-4,3
O=C1NC(=O)c2cc(NC(=O)C3CCCCC3)ccc21,0,-10,2,0,-2,1,3,-4.5,4,-4
Cc1ccc(NC(=O)CNC(=O)c2ccc(OC(F)F)cc2)cc1S(=O)(=O)N1CCCCCC1,0,-2,-17,-16,1,32,-1,-3.5,-4,-15
COc1cccc(NC(=O)CC2SC(=Nc3ccccc3)NC2=O)c1 (centres undefined),2,-24,3,-1,nt,12,1,-0.1,10,-3
COc1ccc(/C=N/NC(=O)COc2ccc(Cl)cc2Cl)cc1Cn1nc(C)cc1C,-26,7,-20,3,-5,33,2,1.3,11,1
CCN1C(=O)C(=O)N(CC(=O)N(C)CC(=O)Nc2ccccc2Cl)C1=O,-1,6,0,1,-2,-14,-2,0.2,-2,0
CCN(CC)C(=O)CSc1nc(N)c(C(=O)Nc2ccc(OC)cc2)s1,4,6,-9,13,-1,28,-1,-1.2,-2,2
COc1ccc(CNC(=O)C(C)Cc2ccccc2)cc1O (centres undefined),nt,2,3,2,-2,-16,2,1.1,-1,-2
COc1ccc2nc(NC(=O)c3ccc(F)cc3)sc2c1,1,-17,68,0,23,36,7,1.0,6,14
CC1CN(C2CCN(C(=O)COc3ccccc3)CC2)CC(C)O1 (centres undefined),-2,7,-7,-9,nt,nt,-3,-0.4,-5,-1

# Complete entries as entered above. Order of values: NSD2 HMT inh | HTR5A inv ctr | MITF act | PvdQ acylase | Wnt bcat act | SR-BI HDL uptake | V-ATPase pH | CDK5 inh | HTR5A ag ctr | dFosB act
# CC1CN(C2CCN(C(=O)COc3ccccc3)CC2)CC(C)O1 (centres undefined) in the list: -2 | 7 | -7 | -9 | nt | nt | -3 | -0.4 | -5 | -1
# COc1ccc(CNC(=O)C(C)Cc2ccccc2)cc1O (centres undefined) in the list: nt | 2 | 3 | 2 | -2 | -16 | 2 | 1.1 | -1 | -2

# Other structures follow.
SMILES,NSD2 HMT inh,HTR5A inv ctr,MITF act,PvdQ acylase,Wnt bcat act,SR-BI HDL uptake,V-ATPase pH,CDK5 inh,HTR5A ag ctr,dFosB act
CC(C)(C)OC(=O)NC(=NCCCc1cn(CC(=O)N2CCN(C(=O)OC(C)(C)C)CC2)nn1)NC(=O)OC(C)(C)C,nt,6,3,-12,4,21,5,1.3,0,-1
COc1ccc(-n2c(=O)cc(N3CCN(c4ccccc4F)CC3)[nH]c2=O)cc1,nt,-11,-2,-9,nt,-6,0,0.9,-1,-4
COc1ccc(C(=O)N2CCN(S(=O)(=O)c3cc(Cl)ccc3OC)CC2)cc1,4,-8,2,-7,1,17,8,-2.2,4,-2
CCOC(=O)C1=CNS(=O)(=O)NC1c1ccc(C[C@H](NC(=O)CNC(=O)CCc2ccccc2)C(N)=O)cc1 (some centres undefined),nt,1,4,7,3,-35,-1,4.8,0,5
C=CCN1C(=O)C2C3CC(=O)C(c4ccccc43)C2C1=O (centres undefined),5,nt,1,-7,-1,-9,1,-1.1,nt,-2
COc1cc(OC)cc(C(=O)NC(C)c2ccc(Br)cc2)c1 (centres undefined),-1,2,6,5,-5,2,-1,0.2,-1,-3
CCOC(=O)c1c(C)[nH]c(C(=O)OCC(=O)NCCc2ccc(OCC)c(OCC)c2)c1C,-1,-7,-16,-12,-4,?,1,1.1,3,-7
CN1C(=O)CC(c2ccccc2)CC1=O,nt,-23,-7,4,-5,-11,4,1.0,8,5
COc1ccc(C2=NOC(C(=O)Nc3cc(C)on3)C2)cc1OC (centres undefined),11,-4,2,12,-2,nt,0,0.4,2,-5
Cc1ccc2nc(N3CCN(Cc4ccc(F)cc4)C3=O)c(C)cc2c1,-4,-3,17,-11,-1,-28,0,-1.3,-1,-6
Cc1cc(C)c(NC(=O)c2ccc3c(c2)NC(=O)C(C)S3)c(C)c1 (centres undefined),-1,-8,3,-8,-1,19,-4,1.2,3,-5
CC1(C)CC(=O)C(C=NCC(O)c2ccccc2)=C(O)C1 (centres undefined),6,-34,0,-13,nt,4,-3,-0.8,0,-3
Brc1ccc(/C=N/c2nc3ccccc3n2CCN2CCOCC2)cc1,18,nt,3,-11,nt,-7,-2,1.4,nt,4
Cc1nnn(C23C[C@@H]4C[C@@H](CC(C(=O)N5CCN(c6ccccc6)CC5)(C4)C2)C3)n1,3,3,nt,-15,-2,-11,-3,-4.5,2,-1
O=C(Nc1cccnc1)C1(c2ccccc2)CCCC1,8,-13,9,3,nt,-7,1,-0.2,7,2
CN(CC(=O)Nc1ccncc1)S(=O)(=O)c1ccc(Br)cc1,-4,-19,-7,9,nt,-32,6,0.1,8,0
O=C(NCc1cccnc1)C1CCCN(S(=O)(=O)c2ccc(Cl)cc2)C1 (centres undefined),nt,-8,-3,-1,-3,-21,-1,-0.8,1,-1
COc1ccccc1CNC(=O)c1cc(S(=O)(=O)N2CCCC2)cn1C,nt,9,-7,-19,0,10,3,-0.9,-3,-2
CCOC(=O)N1CCN(CCC(=O)Nc2cc(OC)cc(OC)c2)CC1,0,13,2,9,nt,2,-4,-0.5,-3,-4
CCOC(=O)C(Sc1nn(C)c(=S)s1)C(C)=O (centres undefined),1,-4,nt,-18,-7,16,-1,-0.8,-1,-3
CCOc1ccc(N(CC(=O)N/N=C(\C)c2cccc(NC(C)=O)c2)S(=O)(=O)c2ccccc2)cc1,-2,8,nt,-9,0,30,1,-0.9,-2,3
Cc1cc(NCc2ccc(F)cc2Cl)n2nnnc2n1,12,2,14,1,nt,2,-6,-0.1,0,?
C=CS(=O)(=O)N(Cc1ccccc1)[C@H](CO)CC(C)C,nt,1,-6,-11,-1,3,-2,-3.5,2,6
COc1ccc(CNC(=O)c2cc3c(=O)[nH]c4ccccc4c3n2C)cc1,-4,-18,12,-9,-2,-6,0,-2.9,6,-9
CCOc1ccc(Oc2c(C)oc3cc(O)ccc3c2=O)cc1,-1,23,-5,-5,0,-11,0,-0.9,2,-5
COCCCN(CCC#N)C(=O)c1c(-c2c(Cl)cccc2Cl)noc1C,20,-25,-8,-16,-2,-5,6,0.8,-7,-8
NC1=Nc2cccc3cccc1c23,9,-4,-12,-7,4,17,0,1.4,2,-3
CCN1CCN(C(=O)C(C)Sc2nnc3nc(C)cc(C)n23)CC1 (centres undefined),5,5,9,-13,2,-9,-1,0.4,-5,-7
CN1CCN(S(=O)(=O)c2ccc(Sc3nc4ccccc4[nH]3)c3nsnc23)CC1,0,-8,nt,-12,-2,-12,0,-0.2,3,40*
COc1ncc(-c2ccc3c(c2)S(=O)(=O)c2cccc(C(=O)O)c2C3=O)cn1,nt,8,6,5,-4,-16,1,1.0,-2,8
O=C(Nc1nc2c(Cl)c(Cl)ccc2s1)C1CC1,nt,-23,nt,8,2,-15,0,0.3,8,-2
Cc1ccc(C)c(N2CCN(C(=O)CCCOc3cc(=O)n(C)c4ccccc34)CC2)c1,2,24,nt,-21,-20,58,2,-10,3,-13
COc1ccc(-c2cn3cccnc3n2)cc1Br,0,-17,81*,-16,20,15,0,-1.4,2,-4
CCCCn1c(N)c(N2CCOCC2)c(=O)n(CC(=O)NC(C)c2ccccc2)c1=O (centres undefined),14,5,2,3,0,-4,-3,4.1,-2,-2
CCN(CC)S(=O)(=O)c1ccc(NC(=O)C2CCCO2)cc1 (centres undefined),-1,12,10,7,-1,5,-1,0.1,5,-10
Cc1ccc(OCC(=O)N/N=C\c2ccncc2)c(C)c1,-1,-7,-4,0,-1,-2,-6,0.7,0,-2
O=C(NNC(=S)NCCCN1CCOCC1)c1ccncc1,-1,13,0,4,-1,-8,1,-1.3,3,-7
CCc1ccc(S(=O)(=O)Nc2ccc(Br)cn2)cc1,nt,-4,7,-21,0,-17,-2,0.5,1,-10
CC(C)CCNc1nc2c(cc1C#N)COC(C)(C)C2,-1,-7,4,-8,nt,9,5,-0.2,3,-1
O=C(C[C@H]1C[C@H](C(=O)N2CCOCC2)[C@@]2(CCC3CCCC3)c3[nH]c4cc(-c5ccco5)ccc4c3CCN2C1=O)NCc1ccco1,nt,2,-8,-15,-3,-18,1,-0.3,-1,-24
NC(=O)C1(N2CCCC2)CCN(Cc2ccccc2)CC1,-1,0,4,3,-18,-9,-1,0.3,0,2
CC(=O)c1ccc(NC(=O)C(C)Oc2ccc(N(C)S(=O)(=O)c3ccc(C)cc3)cc2)cc1 (centres undefined),0,-14,-3,4,-2,24,-5,-2.3,5,-8
COC(=O)C(NC(=O)CCc1c(C)nc2c(c(C)nn2-c2ccccc2)c1C)C(C)C (centres undefined),-2,-6,-10,14,0,19,3,-0.6,2,-7
COc1ccc(N2CCN(C(=O)c3cccc4nc(C)oc34)CC2)cc1,1,6,0,-18,1,-18,2,-1.2,-2,0
COc1ccc(CCNS(=O)(=O)CCNC(=O)c2ccccc2)cc1,4,-2,0,-4,0,-10,3,1.2,1,0
CC1(C)Cc2c(cnn2-c2cccc(F)c2)C(NC(=O)Cn2cccn2)C1 (centres undefined),-3,6,-2,-13,1,-2,4,0.3,5,-3
Cc1ccccc1OCCNC(=O)CSc1ccc(C(F)(F)F)cc1[N+](=O)[O-],-1,24,-4,3,nt,-5,0,0.4,-2,-6
Cc1ccc(-c2nn(CC(=O)NCc3ccccn3)c(=O)c3ccccc23)cc1S(=O)(=O)N(C)C,-2,nt,-4,7,1,18,-1,-0.2,nt,-5
S=C(NC1CCCC1)N1CCN(c2ccc(Cl)cc2)CC1,10,0,-4,-7,-7,11,-2,0.7,0,-6
Cc1cc(CNC(=O)c2cccc(OC3CCN(S(=O)(=O)N(C)C)CC3)c2)on1,-1,-2,36,-14,2,-8,-3,0.9,1,-4
Cc1ccccc1Oc1nnc(-c2cccs2)c2ccccc12,1,-10,-12,7,nt,34,-1,0.6,4,2
CCC(C)N(C(=O)CSc1nnc(NC(C)C)s1)C1CCS(=O)(=O)C1 (centres undefined),-3,22,6,1,-3,-9,-5,-1.9,-9,1
CC(C)(C)NC(=O)Cc1ccc(Cl)c(Cl)c1,1,-4,1,10,-5,-11,-1,3.0,-11,5
C[N+]1(CC(O)COCC2COc3ccccc3O2)CCOCC1 (centres undefined),6,-11,-2,11,-1,-7,-5,-0.3,4,-10
Cc1cccc(NC(=O)Cn2c(=O)n(CC3CCCO3)c(=O)c3ccccc32)c1 (centres undefined),-1,-9,-3,-5,-1,5,1,0.8,6,-12
